# Compound activity deposited in PubChem BioAssay by National Center for Advancing Translational Sciences (NCATS).
# HepG2 viability = qHTS for Inhibitors of TGF-b: Cytotox Counterscreen. HepG2 CAGA-GFP viability, ATP luminescence, 18 h. Potency, µM (top dose mostly 46.1 µM), without a hit: top-dose activity change, negative = cytotoxicity, usual class: cytotoxic. 410,000 tested, 0.76% active. AID 588856, 2011; also: potency is read from the fitted curve at half-maximal effect; some results filed as inactive show a strong effect at the top dose
#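 HepG2 CAGA-GFP cells (1000/well, DMEM with 1% FBS) received compound, then TGF-beta at 500 pg/mL final, and were incubated 18 hours at 37 degrees C. Viability was read by CellTiter-Glo luminescence. Media-only wells were set as complete cell-killing and DMSO as no toxicity.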
# Nrf2 block = Nrf2 qHTS screen for inhibitors. A549 ARE-Fluc reporter, luciferase luminescence, 18-24 h. Potency, µM (top dose mostly 46 µM), inactives show top-dose activity change, negative = inhibition, most hits filed as inhibitors. 360,000 tested, 2.1% active. AID 504444, 2011; also: potency is read from the fitted curve at half-maximal effect; % is scaled to controls: 0 for no effect and ±100 for the full control effect; nearly all actives have a fitted effect of over 60% in size
#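 Quantitative HTS in A549 cells stably bearing an antioxidant response element-firefly luciferase construct. Inhibition of Nrf2-driven transcription was scored by luminescence after 18-24 h of compound exposure at 37 °C.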
# Nrf2 activator = qHTS of Nrf2 Activators. 410,000 tested, 0.31% active. AID 624171, 2012. Potency, µM (highest dose often 46.1 µM), for inactives: top-dose activation, usual class: activators. AREc32 ARE-luciferase reporter (MCF7-derived line), luminescence, 24 h; also: potency is read from the fitted curve at half-maximal effect; % of control where 0% means no effect; nearly all actives have a fitted effect of over 65% in size
#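 Luminescent ARE reporter assay in AREc32_Fluc cells: overnight plating at 37 deg C, 24 hr compound incubation, Steady-Glo added, 30 min RT before reading.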
# ATXN2 expr inh = Primary qHTS for Inhibitors of ATXN expression | HEK-293 ATXN2-luciferase reporter, luminescence, 24 h | Potency, µM (doses to about 57 µM), for the others: at the highest dose activity change, negative = inhibition, most hits filed as inhibitors | 360,000 tested, 0.72% active; also: potency is read from the fitted curve at half-maximal effect; % is scaled to controls: 0 for no effect and ±100 for the full control effect; nearly all actives have a fitted effect of over 55% in size
#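 qHTS (up to 57 uM final) was run with 24 h compound exposure of reporter cells at 37 °C. Each well was multiplexed: SteadyGlo luminescence measured ATXN2-luciferase expression after a fluorogenic Gly-Phe-AFC viability readout (25 uM final).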
# EPAC2 ag = qHTS for Agonist of cAMP-regulated guanine nucleotide exchange factor 4 (EPAC2): primary screen; Rap guanine nucleotide exchange factor 4 (Homo sapiens), Q8WZA2; EPAC2 activation, biochemical qHTS; response scale: 100% = 6.5 mM cAMP response; Potency, µM (series often up to 154 µM), without a hit: at the highest dose activation, actives largely listed as activators; 360,000 tested, 0.079% active; AID 720711, 2013; also: potency is read from the fitted curve at half-maximal effect; nearly all actives have a fitted effect of over 50% in size
# Target sequence (Q8WZA2 whole entry, looked up): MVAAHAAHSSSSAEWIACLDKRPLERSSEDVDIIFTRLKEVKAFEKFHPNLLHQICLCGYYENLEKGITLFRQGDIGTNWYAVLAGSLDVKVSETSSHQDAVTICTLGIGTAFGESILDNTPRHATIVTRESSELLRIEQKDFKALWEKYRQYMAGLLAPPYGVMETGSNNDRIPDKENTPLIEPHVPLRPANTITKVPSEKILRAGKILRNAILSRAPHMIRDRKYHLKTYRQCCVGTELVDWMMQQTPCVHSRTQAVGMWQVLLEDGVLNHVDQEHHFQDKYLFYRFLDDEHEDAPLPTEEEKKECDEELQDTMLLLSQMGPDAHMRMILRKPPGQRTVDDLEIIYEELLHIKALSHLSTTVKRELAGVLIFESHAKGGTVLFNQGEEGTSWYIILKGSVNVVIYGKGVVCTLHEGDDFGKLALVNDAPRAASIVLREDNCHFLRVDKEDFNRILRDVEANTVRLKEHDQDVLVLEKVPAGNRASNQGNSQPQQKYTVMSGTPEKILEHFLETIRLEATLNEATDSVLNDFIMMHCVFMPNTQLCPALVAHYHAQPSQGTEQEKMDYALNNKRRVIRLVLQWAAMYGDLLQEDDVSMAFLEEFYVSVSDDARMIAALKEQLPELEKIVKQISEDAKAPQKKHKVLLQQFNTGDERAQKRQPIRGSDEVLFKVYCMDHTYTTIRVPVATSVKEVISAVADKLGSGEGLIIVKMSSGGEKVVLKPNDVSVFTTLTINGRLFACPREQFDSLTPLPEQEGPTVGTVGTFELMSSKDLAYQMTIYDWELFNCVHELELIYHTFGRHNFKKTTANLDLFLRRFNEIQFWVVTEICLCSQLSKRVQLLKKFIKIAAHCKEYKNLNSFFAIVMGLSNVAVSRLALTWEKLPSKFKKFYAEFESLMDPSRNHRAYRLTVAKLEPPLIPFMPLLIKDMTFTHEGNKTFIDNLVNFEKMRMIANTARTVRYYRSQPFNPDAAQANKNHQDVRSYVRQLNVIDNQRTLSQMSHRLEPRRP
#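 Readout is BODIPY fluorescence (480 nm excitation, 540 nm emission), which falls as labeled GDP is exchanged off Rap1B. EPAC2 at 100 nM acted on 250 nM RAP1B-BODIPY-GDP with 50 uM GDP present.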
# ATXN viability = Viability Counterscreen for Primary qHTS for Inhibitors of ATXN expression | S2 cells (HEK-293 line with an ATXN2-luciferase reporter) viability, CellTiter-Fluor protease fluorescence, 24 h | Potency, µM (titrated, usually from 56.7 µM), usual class: cytotoxic | 400,000 tested, 0.49% active | AID 651635, 2014; also: potency is read from the fitted curve at half-maximal effect; nearly all actives have a fitted effect of over 40% in size
# A549 viability = Nrf2 qHTS screen for inhibitors: counterscreen for cytotoxicity; A549 ARE-Fluc cells, CellTiter-Fluor viability, 18-24 h; AID 504648, 2011; Potency, µM (top dose mostly 46 µM), inactives show at the highest dose activity change, negative = cytotoxicity, usual class: inhibitors; 390,000 tested, 0.16% active; also: potency is read from the fitted curve at half-maximal effect; % is scaled to controls: 0 for no effect and ±100 for the full control effect
#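 A549 ARE_Fluc cells in 5% FBS OPTI-MEM were exposed to compounds in concentration-response for 18-24 h at 37 deg C. Viability was read by CellTiter-Fluor fluorescence (Ex 405/Em 525) after 30 min, before the luciferase read.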
# IL2 activator = qHTS of IL-2 Activators; IL-2 activation reporter assay, cell-based qHTS; stimulated with anti-CD3/CD4/CD28 beads; in transgenic mouse T cells; activation, % (series mostly up to about 46 µM); 360,000 tested, 0.065% active; in the data active = activation above about 50%; inconclusive = mostly about 30% to 49%; also: 0% is about no effect
#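 First, unstimulated transgenic mouse T cells were exposed to compound for 60 min. Next, anti-CD3/anti-CD4-coated beads with anti-CD28 were added. Finally, after 18 h at 37 degrees C, EGFP and DsRed were imaged.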
# TGFb inhibitor = qHTS for Inhibitors of TGF-b. AID 588855, 2011. HepG2 CAGA-GFP TGF-b/SMAD3 reporter, GFP fluorescence, 18 h; TGF-beta stimulated, 500 pg/mL final. Potency, µM (highest dose often 46.1 µM), for inactives: at the highest dose activity, negative = inhibition, most hits filed as inhibitors. 410,000 tested, 1.2% active; also: potency is read from the fitted curve at half-maximal effect; % is scaled to controls: 0 for no effect and ±100 for the full control effect; nearly all actives have a fitted effect of over 65% in size
#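 First, reporter cells (HEPG2 CAGA-GFP) rested 2 h at 37 degrees C. Next, compounds were pinned in and TGF-beta added to 500 pg/mL final. After 18 h, GFP was imaged per cell and summed per well.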
# Starred values were filed as active, the others as inactive; i = inactive; u = inconclusive; x = no result given; & = joins results of further samples; ! = a repeat was not active; [ ] = remark or other dose. Unless noted, calls follow the shape of the dose curve; as a rule, active = well fitted curve in the direction sought with a large enough effect; inconclusive = small, poorly fitted or top-dose-only effect, or another doubt; inactive = no such curve, though single readings can be large; an effect the other way counts as inactive or inconclusive.
# Start of the listing, in advance:
nr	mol	HepG2 viability	Nrf2 block	Nrf2 activator	ATXN2 expr inh	EPAC2 ag	ATXN viability	A549 viability	IL2 activator	TGFb inhibitor
1	CNC(=O)c1ccc(S(=O)(=O)c2ccc(Cl)cc2)c(NC(C)=O)c1	-2%	11%	-0.4%	3%	5%	i	-1%	-0.1	1%
2	COc1cccc(-c2nc(S(=O)(=O)c3ccc(Cl)cc3)c(NCc3ccccc3)o2)c1	-3%	u	0.6%	x	x	x	11%	x	0%

# This part in full, previewed entries included:
nr	mol	HepG2 viability	Nrf2 block	Nrf2 activator	ATXN2 expr inh	EPAC2 ag	ATXN viability	A549 viability	IL2 activator	TGFb inhibitor
1	CNC(=O)c1ccc(S(=O)(=O)c2ccc(Cl)cc2)c(NC(C)=O)c1	-2%	11%	-0.4%	3%	5%	i	-1%	-0.1	1%
2	COc1cccc(-c2nc(S(=O)(=O)c3ccc(Cl)cc3)c(NCc3ccccc3)o2)c1	-3%	u	0.6%	x	x	x	11%	x	0%
3	Cc1nn2c(=O)cc(COC(=O)c3ccco3)nc2s1	1%	11%	3.9%	9%	x	i	-3%	x	u
4	COc1ccc(/C(O)=C2/C(=O)C(=O)N(CCN(C)C)C2c2ccccc2)cc1Cl (stereo not given)	5%	-6%	0.2%	0%	0%	i	-11%	0.5	5%
5	O=C(COC(=O)c1ccc(=O)n(Cc2ccccc2)n1)Nc1ccc2c(c1)OCCO2	0%	6%	0.4%	-19%	-2%	i	0%	-2.3	3%
6	COc1ccc(NC(=O)CSc2nccn2-c2cccc(OC)c2)cc1	4%	x	0.4%	13%	10%	i	0%	-0.8	3%
7	CCOc1ccc(Cl)cc1-c1cc(C(=O)Nc2ccc(OC)nc2)[nH]n1	-28%	x	5.9%	-10%	7%	i	x	0.5	-8%
8	CN(C)CCCOc1cccc(Oc2ccccc2)c1	-5%	9%	-0.2%	-2%	6%	i	7%	0.9	-5%
9	CN(CCC#N)C(=O)COC(=O)c1c2c(nc3ccccc13)/C(=C\c1ccco1)CC2	1%	u	30%	26%	-2%	x	2%	-0.5	2%
10	CC(C)C(NC(=O)c1ccco1)C(=O)OCC(=O)NCCc1ccccc1 (stereo not given)	-8%	19%	3.1%	x	6%	i	8%	0.8	0%
11	Cc1ccc(CNC(=O)C(=O)NCC2CCCN2S(=O)(=O)c2cc(C)ccc2C)cc1 (stereo not given)	-8%	u	3.4%	5%	4%	i	-3%	-0.3	-17%
12	CCN1CCc2c(C#N)c(N3CCOCC3)nc(NCCO)c2C1	-11%	7%	2.5%	-13%	7%	x	13%	-0.5	5%
13	CCCc1nc2ccccc2c(=O)n1CC(=O)c1ccc(F)cc1	-13%	2%	3.0%	x	-4%	i	-13%	-1.1	1%
14	COC(=O)c1sc2ncccc2c1OCc1ccccc1Cl	-24%	9%	0.2%	-18%	8%	i	-1%	1.0	-3%
15	CCOC(=O)c1c(S(=O)(=O)NCC(=O)NCc2cccc(C)c2)c(C)n(C)c1C	-2%&-15%	3%	-0.5%&-0.1%	6%&4%	1%	i	-8%&-14%	-2.1	-1%&-20%
16	O=C(c1ccco1)N(Cc1ccccc1)c1cccc([N+](=O)[O-])c1	5%	-16%	0.2%	-21%[11.3 µM]	3%	i	-11%	-4.6	13%
17	O=C(Cc1cccs1)NNC(=S)NCc1ccco1	-4%	u	-0.8%	3%	-2%	i	4%	-1.1	-3%
18	Cn1nc(C(=O)Nc2ccccc2N2CCOCC2)ccc1=O	-3%	-9%	0.8%	5%	-6%	i	0%	-0.2	-8%
19	COC(=O)c1ccc2c(=O)n(CCCCCC(=O)NC(C)C)c(=O)[nH]c2c1	-23%&-33%	-20%	2.8%&-1.0%	-22%	0%	i	-2%&2%	-0.7	25µM*!
20	CSc1cccc(NC(=O)C2CCCN(S(=O)(=O)c3ccc4c(c3)CCCN4C(C)=O)C2)c1 (stereo not given)	-51%	x	4.1%	0%	x	u	1%	x	u
21	O=c1c2c(nc3cc(-c4ccccc4)[nH]n13)CCS2	-4%	u	4.2%	19%	12%	i	4%	-1.3	-8%
22	FC(F)(F)c1ccccc1/C=N/n1c(COc2ccccc2)n[nH]c1=S	-27%	6%	5.5%	0%	16%	i	2%	1.7	u
23	Cc1cccc2sc(NNC(=O)c3cc(-c4cccs4)nc4ccccc34)nc12	-41%	23µM*	-0.8%	u	1%	u	u	0.2	u
24	COc1cc2c(cc1OC)C(C)N(C(=O)c1ccc(Br)o1)CC2 (stereo not given)	-19%	u	-0.8%	-14%	11%	i	17%	0.3	7%
25	CCOc1ccccc1N=C1SCC(C)N1C(=O)C1CCN(c2ncnc3sc(C)c(C)c23)CC1 (stereo not given)	-11%	u	3.2%	-18%	-1%	i	0%	1.2	u
26	Nc1n[nH]c(N)c1N=Nc1ccc(Cl)cc1Cl	4%	17%	-0.7%	18%	5%	u	-21%	-0.3	-3%
27	C=CC(=C)CC(NC)c1ccccc1 (stereo not given)	-18%	6%	-0.1%	-8%	-5%	i	-5%	-3.4	-8%
28	Cc1ccc(NC(=O)c2sc3ncnc(N(C)C4CCCCC4)c3c2C)cc1	-14%	x	4.7%	-20%	x	u	-7%	x	-18%
29	COc1ccc(-n2cc(-c3ccccc3)c3c(SC(C)C(C)=O)ncnc32)cc1 (stereo not given)	-21%	2%[9.27 µM]	1.6%	-11%	x	i	-2%	x	-6%
30	CC(=O)O[C@]1(C(C)=O)CCC2C3CCC4=C/C(=N/OCC(=O)O)CC[C@]4(C)C3CC[C@@]21C (stereo not given in full)	-4%	-12%	-0.2%	x	-2%	i	-14%	0.2	16%
31	COC(=O)c1ccccc1NC(=O)CN1CCC(C(=O)c2ccc3c(c2)OCCO3)CC1	-46%	u	1.9%	-27%	22%	i	-19%	-0.7	u
32	Cn1c(=O)c2c(SCC(=O)NCCc3ccccc3)nc(C3CC3)nc2n(C)c1=O	5%	-3%	-0.6%	18%	8%	i	1%	-1.1	17%
33	Cc1ccc(Cl)cc1N1CCN(C(=O)c2cc(S(=O)(=O)N3CCCCC3)cn2C)CC1	-9%	x	0.5%	0%	x	i	6%	x	u
34	Clc1ccc(CN2CCc3nc(Nc4ccc5c(c4)OCCO5)ncc3C2)cc1	-30%	x	0.1%	u	x	u	-22%	x	u
35	C=CCN1CCN(C(=O)CCc2ccccc2)CC1	9%	-1%	0.0%	-3%	2%	i	2%	2.7	20%
36	C=CCN(C/C(=N\O)c1sc(C(=O)OCC)nc1C)c1cccc(Br)c1	-51%	1%	4.1%	-26%	15%	i	10%	-0.6	u
37	Cc1noc(C)c1S(=O)(=O)NCCc1csc2nc(-c3ccc(Cl)cc3)nn12	-16%	x	u	x	x	x	-17%	x	-4%
38	Cc1ccc(-n2c(CC#N)n[nH]c2=S)c(C)c1	11%	2%	0.0%	27%	0%	i	-9%	1.9	-8%
39	Cc1nnsc1SCC(=O)O	-2%	2%	-0.5%	u	8%	i	1%	-3.4	-9%
40	C=CCN(C(=O)CNC(=O)c1ccco1)C(C(=O)NC1CCCC1)c1cccs1 (stereo not given)	0%	-13%	-1.1%[9.22 µM]	0%	-2%	i	-1%	-0.8	-2%
41	CCOC(=O)c1nc(S(C)(=O)=O)ncc1N1CCOCC1	-2%	8%	-0.5%	25%	5%	i	-7%	-1.0	4%
42	COc1ccc2ccccc2c1C1NC(=O)NC(C)=C1[N+](=O)[O-] (stereo not given)	2%	12%	-0.5%	-5%	1%	i	-1%	0.6	-6%
43	COc1cccc(NC(=O)C2c3cc(OC)c(OC)cc3C(=O)N(C)C2c2cccnc2)c1 (stereo not given)	4%	7%	5.0%	0%	3%	i	0%	-2.1	-8%
44	O=C(CN1CCC2(CC1)OCCO2)c1ccc2cc[nH]c2c1	-23%	0%	-0.1%	8%	9%	i	0%	-2.8	-21%
45	CCOC(=O)CCc1c(C)c2ccc(OCc3cc([N+](=O)[O-])ccc3OC)cc2oc1=O	-3%	u	0.4%	-1%	-2%	u	-2%	0.1	-4%
46	COC(=O)C(Cc1ccccc1)NC(=O)c1ccc(C)cc1 (stereo not given)	2%	11%	-0.8%	x	22%	i	20%	0.1	14%
47	Cc1sc2nc3n(c(=O)c2c1C)CCCCC3	0%	11%	-0.4%	19%	0%	i	-12%	0.4	17%
48	Cc1ccc(C)c(CN2C(=O)c3ccccc3S(=O)(=O)c3ccc(C(=O)NCCCN4CCCC(C)C4)cc32)c1 (stereo not given)	11µM*	10%	u	x	x	x	-5%	x	x
49	CC(C)n1nnnc1C1c2ccccc2C(=O)N1C1CC1 (stereo not given)	x	x	0.0%	7%	7%	i	x	-1.0	x
50	CC(=O)Nc1ccc(CN(C)c2c(C)nc3ccc(C(=O)N(C)Cc4ccccc4)cn23)cc1	-7%	x	-0.1%	4%	4%	i	x	-0.9	2%
51	Cc1cc(C)nc(SCC(=O)c2ccc(Cl)cc2)n1	-1%	1%	4.8%	-1%	12%	i	1%	-3.0	4%
52	CCN(C(=O)COC(=O)CNC(=O)c1cccc(C)c1)c1c(N)n(Cc2ccccc2)c(=O)[nH]c1=O	25%	12%	-0.2%	24%	-5%	i	-5%	-2.5	1%
53	Cc1cc(C)cc(N2CN=C3SCC(=O)N3C2)c1	-8%	-1%	2.9%	-18%	5%	i	-2%	2.9	-5%
